LmPK inh: inhibitors of Leishmania mexicana pyruvate kinase | Q27686 | purified LmPK, Kinase-Glo ATP luminescence, 1 h | actives 0.37% (n = 290,000) | AID 1721 | Potency, µM (doses to about 57.5 µM), inactives show top-dose activity change, negative = inhibition, actives largely listed as inhibitors; note: potency is the fitted concentration of half-maximal effect
Target sequence (Q27686 whole entry, looked up): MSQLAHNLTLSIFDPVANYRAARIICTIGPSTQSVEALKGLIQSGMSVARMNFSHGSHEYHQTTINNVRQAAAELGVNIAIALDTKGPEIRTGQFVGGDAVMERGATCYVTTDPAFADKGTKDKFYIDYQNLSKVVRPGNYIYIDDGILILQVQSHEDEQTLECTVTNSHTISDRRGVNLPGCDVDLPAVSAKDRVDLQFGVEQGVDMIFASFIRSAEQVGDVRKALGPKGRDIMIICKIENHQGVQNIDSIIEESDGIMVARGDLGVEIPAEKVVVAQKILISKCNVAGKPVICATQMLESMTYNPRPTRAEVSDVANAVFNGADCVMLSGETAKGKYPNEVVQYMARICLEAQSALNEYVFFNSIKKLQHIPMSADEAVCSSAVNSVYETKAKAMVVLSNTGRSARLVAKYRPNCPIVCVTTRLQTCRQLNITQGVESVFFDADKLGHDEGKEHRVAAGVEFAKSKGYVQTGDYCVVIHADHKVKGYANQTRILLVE
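In 50 mM imidazole pH 7.2 with 7 mM MgCl2, LmPK (0.1 nM) turned over PEP (0.5 mM) and ADP (0.1 mM) for 1 h at room temperature. Luciferase read-out of ATP.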
AmpC no deterg: inhibitors of E. coli AmpC beta-lactamase without detergent; AmpC nitrocefin hydrolysis, absorbance 480 nm, 0.0001% Triton; Potency, µM (highest dose often 57.1 µM), inactives show top-dose activity change, negative = inhibition, hits mostly inhibitors; actives 0.52% (n = 330,000); P00811;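 note: potency is the fitted concentration of half-maximal effect; plate controls were no compound for no effect and no enzyme for full effect; nearly all actives have a fitted effect of over 20% in size; some results filed as inactive show a strong effect at the top dose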
Target sequence (P00811 whole entry, looked up): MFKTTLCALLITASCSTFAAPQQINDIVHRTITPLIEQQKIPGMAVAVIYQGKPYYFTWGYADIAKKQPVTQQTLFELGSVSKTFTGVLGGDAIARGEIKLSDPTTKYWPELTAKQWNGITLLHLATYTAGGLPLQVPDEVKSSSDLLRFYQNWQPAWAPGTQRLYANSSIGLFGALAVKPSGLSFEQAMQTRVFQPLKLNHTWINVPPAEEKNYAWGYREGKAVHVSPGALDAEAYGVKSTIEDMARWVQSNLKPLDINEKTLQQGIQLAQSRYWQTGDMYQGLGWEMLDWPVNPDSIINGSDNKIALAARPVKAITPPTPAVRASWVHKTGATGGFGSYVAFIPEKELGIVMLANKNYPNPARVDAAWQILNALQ
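20 mM phosphate pH 7.0 + 0.01% (detergent screen) or 0.0001% Triton X-100; 5.3 nM AmpC reagent; cpd preinc 15 min RT; nitrocefin (800 uM stock) to start; A480 q20 s × 4 min; Activity was normalised to no-enzyme and no-compound control wells.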
AmpC inh detg: blocks E. coli AmpC beta-lactamase in detergent assay; Potency, µM (titrated, usually from 114 µM), without a hit: at the highest dose activity change, negative = inhibition, actives largely listed as inhibitors; AmpC hydrolysis of nitrocefin, absorbance 480 nm, 0.01% Triton; actives 0.041% (n = 370,000); P00811;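 note: potency is the fitted concentration of half-maximal effect; 0% = no-compound wells and -100% = no-enzyme wells; nearly all actives have a fitted effect of over 25% in size; some results filed as inactive show a strong effect at the top dose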
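20 mM phosphate pH 7.0 + 0.01% (detergent screen) or 0.0001% Triton X-100; 5.3 nM AmpC reagent; cpd preinc 15 min RT; nitrocefin (800 uM stock) to start; A480 q20 s × 4 min; Activity was normalised to no-enzyme and no-compound control wells.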
AMA1-RON2 inh: AMA1-RON2 (P. falciparum) interaction inhibition; actives 0.2% (n = 360,000); Potency, µM (top dose mostly 58.2 µM), without a hit: top-dose activity change, negative = inhibition, most hits filed as inhibitors; AlphaScreen AMA1-biotinylated RON2 peptide binding; AID 720542;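 note: potency is the fitted concentration of half-maximal effect; 0% = vehicle wells and -100% = peptide control; nearly all actives have a fitted effect of over 45% in size; some results filed as inactive show a strong effect at the top dose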
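AMA1 (3D7) with his tag at 25 nM final met compounds first, then biotinylated RON2 peptide at 25 nM; detection used donor plus acceptor beads, 10 µg/mL apiece, read by AlphaScreen after 30 min at room temperature.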
TbPYK inhibitor: inhibitors of Trypanosoma brucei pyruvate kinase. TbPYK enzyme, Kinase-Glo Plus ATP luminescence, 45 min. Potency, µM (doses to about 76.8 µM), for inactives: top-dose activity, negative = inhibition, most hits filed as inhibitors. actives 0.12% (n = 410,000). AID 624173; note: potency is the fitted concentration of half-maximal effect; nearly all actives have a fitted effect of over 50% in size
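Luminescent Kinase-Glo Plus end-point after 45 min room-temperature reaction of T. brucei pyruvate kinase started with 130 uM ADP (final). Buffer TEA 50 mM pH 7.2 with KCl, MgCl2, BSA, Tween-20; titration-based qHTS with fitted concentration-effect curves.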
HCMV inh: human cytomegalovirus inhibition. HFF cells, HCMV-luciferase reporter, 72 h; active compounds read low. activity change, negative = inhibition, % at 57.5 µM. actives 4.5% (n = 410,000). AID 1259415; in the data active = activity change below about -60%; inconclusive = no clear call, values can overlap the other calls; inactive = above about -39%
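Two compound doses tested in HFFs infected with HCMV-luciferase, MOI 1 PFU/cell, 72 h at 37C. Lysate luminescence read with OneGlo; data normalized against buffer-only and 10uM Salinomycin inhibitor controls.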
HCV inh: inhibitors of hepatitis C virus infection | actives 3.4% (n = 340,000) | Potency, µM (series often up to 41.8 µM), for inactives: at the highest dose activity change, negative = inhibition, actives largely listed as inhibitors | Huh7.5.1 HCVcc-Cre infection, luciferase reporter, 44 h; note: potency is the fitted concentration of half-maximal effect
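Seed cells (1,000/well) for 4 h; treat with compound and infect with HCVcc-Cre, moi about 0.5. Incubate 44 h, then detect luciferase activity.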
* hit, by the source's call; ? = inconclusive; / = no result given; & = joins results of further samples; [ ] = remark or other dose. Unless noted, calls come from the whole dose curve; as a rule, active = well fitted curve in the direction sought with a large enough effect; inconclusive = small, poorly fitted or top-dose-only effect, or another doubt; inactive = no such curve, though single readings can be large; an effect the other way counts as inactive or inconclusive. Unless noted, % is set by controls: 0 for no effect and ±100 for the full control effect.

cpd | mol | LmPK inh | AmpC no deterg | AmpC inh detg | AMA1-RON2 inh | TbPYK inhibitor | HCMV inh | HCV inh
1 | CCOc1ccc(CCNC(=O)COC(=O)COc2ccccc2C)cc1OCC | / | 93%[activator] | -22% | 4% | 1% | -9 | 8%
2 | COc1cccc(CNC(=O)N2CCN(S(=O)(=O)c3ccc(C)cc3)CC2)c1 | 2% | -10% | ? | -8% | -4% | 11 | 18%
3 | COCC(C)NC(=O)c1cc2cc(OC)ccc2[nH]1 (stereo not drawn) | -2% | -5% | 8% | 0% | -21% | -8 | -18%
4 | Cc1ccc(/C=C2/NC(=O)N(c3ccccc3)C2=O)o1 | 1% | -26% | -2% | 34%[activator] | ? | ? | -15%
5 | COC(=O)CSc1nnc(CNC(=O)c2cccc(C)c2)n1-c1ccccc1OC | 2% | 2% | ? | 15% | 1% | 5 | 25%
6 | Cc1cc([N+](=O)[O-])cc2c1NC(=O)C2(O)N1CCCC(C)C1 (stereo not drawn) | ? | -25% | 2% | -6% | 2% | -31 | -9%
7 | Cc1cc(C)c(NC(N)=S)c(C)c1 | 8% | -15% | -3% | ? | -2% | 11 | -7%
8 | CCCCCN(C(=O)CCC(=O)OCC(=O)N1CCCCC1C)c1c(N)n(CCCC)c(=O)[nH]c1=O (stereo not drawn) | -4% | 125%[activator] | 5% | 14% | 6% | 47 | 5%
9 | O=C(C[C@H]1C[C@H]2c3cc(NS(=O)(=O)c4ccc(F)cc4)ccc3O[C@H]2[C@H](CO)O1)NCc1cc(F)ccc1F | / | / | / | 0% | 1% | -14 | /
10 | Cc1csc(NC(=O)c2cccc(Cn3nc(C)c(Br)c3C)c2)n1 | 3% | 22% | ? | -13% | 0% | -35 | ?
11 | Cc1coc(C)c1C(=O)CC1(O)C(=O)N(C)c2ccc(Cl)cc21 (stereo not drawn) | 5% | 4% | 3% | -3% | 0% | 0 | 4%
12 | COc1ccccc1N1CCN(Cc2nnc(-c3ccccc3C)o2)CC1 | / | / | 10% | / | 0% | 10 | /
13 | CS(=O)(=O)N(CC(=O)N/N=C/c1ccccc1C(=O)O)c1cccc(Cl)c1Cl | -8% | -22% | 2% | 64%[activator] | 7% | -24 | 0%
14 | O=C1c2ccccc2C(=O)N1CN(C(=O)c1ccccc1[N+](=O)[O-])c1ccc(F)cc1 | 3% | -14% | 0% | -6% | -3% | -22 | -3%
15 | Cc1ccc(C(=O)N2CCN(C3CCCCC3)CC2)s1 | -12% | -10% | 6% | -9% | 5% | 69 | -6%
16 | COc1ccc(NC(=S)N(CCN(C)C)C(C)c2ccco2)cc1 (stereo not drawn) | 1% | -17% | -8% | -9% | -6% | -62* | -3%
17 | CN1C(=O)c2ccccc2C(C(=O)O)C1c1cccc(Cl)c1 (stereo not drawn) | 0% | -17% | ? | -9% | 9% | -14 | 27%
18 | Cc1ccc(N=c2c([N+](=O)[O-])nn(-c3ccc4c(c3)OCCO4)n2O)c(Cl)c1 | -9% | -28% | 9% | / | / | / | /
19 | COCC(C)n1c(C)cc(C(=O)CSc2nnnn2C2CCCC2)c1C (stereo not drawn) | / | -8% | -1% | -5% | 0% | ? | -1%
20 | c1ccc(N=P(N2CCOCC2)(N2CCOCC2)N2CCOCC2)cc1 | 1% | -13% | ? | 14% | 1% | 11 | 23%
21 | O=C(CN1C(=O)C2CCCCN2C(=O)c2ccccc21)N1CCCc2ccccc21 (stereo not drawn) | 3% | -4% | -13% | 2% | 10% | 14 | 12%
22 | COc1cccc(-c2cc(NC=O)c3ncc(-c4cc(OC)c(OC)c(OC)c4)n3c2)c1 | / | / | / | 34%[activator] | 0% | -81* | /
23 | CCN1C(=O)[C@H]2[C@@H](c3ccc(C)cc3)N3C(=O)N(c4ccccc4)C(=O)[C@@]3(Cc3ccc(Cl)cc3)[C@H]2C1=O | -1% | 120%[activator] | ? | 9% | -1% | / | ?
24 | Cn1c(=S)n(/N=C/c2ccc3c(c2)OCO3)c2ccccc21 | 2% | -15% | ? | -2% | -18% | -6 | 1%
25 | O=C(O)c1cccc(S(=O)(=O)Nc2ccc3[nH]c(=O)[nH]c3c2)c1 | 10% | -6% | -9% | -13% | -2% | -25 | 5%
26 | COc1ccc(C(CNC(=O)C(CCSC)NC(=O)c2ccccc2Cl)N2CCCC2)cc1 (stereo not drawn) | / | -22% | ? | -11% | 0% | -23 | 5%
27 | COc1cc(C2Oc3nc(SC)nnc3-c3ccccc3N2C(C)=O)cc(Cl)c1OC (stereo not drawn) | / | / | 16% | / | 1% | 4 | /
28 | Nc1ncnc2c1ncn2[C@@H]1O[C@H](COP(=O)(O)OP(=O)(O)OP(=O)(O)O)[C@@H](O)[C@H]1O | / | -36% | ? | 19% | -20%&-2% | / | 0.56µM*
29 | O=C(O)CC(c1ccccc1F)N1Cc2ccccc2C1=O (stereo not drawn) | 4% | -6% | -13% | -7% | 1% | ? | 15%
30 | COc1ccccc1C(=O)OCCN1CCOCC1 | -3% | -12% | -8% | 8% | 7% | -14 | -4%

Eleven consecutive entries out of the list so far, quoted:
cpd | mol | LmPK inh | AmpC no deterg | AmpC inh detg | AMA1-RON2 inh | TbPYK inhibitor | HCMV inh | HCV inh
20 | c1ccc(N=P(N2CCOCC2)(N2CCOCC2)N2CCOCC2)cc1 | 1% | -13% | ? | 14% | 1% | 11 | 23%
21 | O=C(CN1C(=O)C2CCCCN2C(=O)c2ccccc21)N1CCCc2ccccc21 (stereo not drawn) | 3% | -4% | -13% | 2% | 10% | 14 | 12%
22 | COc1cccc(-c2cc(NC=O)c3ncc(-c4cc(OC)c(OC)c(OC)c4)n3c2)c1 | / | / | / | 34%[activator] | 0% | -81* | /
23 | CCN1C(=O)[C@H]2[C@@H](c3ccc(C)cc3)N3C(=O)N(c4ccccc4)C(=O)[C@@]3(Cc3ccc(Cl)cc3)[C@H]2C1=O | -1% | 120%[activator] | ? | 9% | -1% | / | ?
24 | Cn1c(=S)n(/N=C/c2ccc3c(c2)OCO3)c2ccccc21 | 2% | -15% | ? | -2% | -18% | -6 | 1%
25 | O=C(O)c1cccc(S(=O)(=O)Nc2ccc3[nH]c(=O)[nH]c3c2)c1 | 10% | -6% | -9% | -13% | -2% | -25 | 5%
26 | COc1ccc(C(CNC(=O)C(CCSC)NC(=O)c2ccccc2Cl)N2CCCC2)cc1 (stereo not drawn) | / | -22% | ? | -11% | 0% | -23 | 5%
27 | COc1cc(C2Oc3nc(SC)nnc3-c3ccccc3N2C(C)=O)cc(Cl)c1OC (stereo not drawn) | / | / | 16% | / | 1% | 4 | /
28 | Nc1ncnc2c1ncn2[C@@H]1O[C@H](COP(=O)(O)OP(=O)(O)OP(=O)(O)O)[C@@H](O)[C@H]1O | / | -36% | ? | 19% | -20%&-2% | / | 0.56µM*
29 | O=C(O)CC(c1ccccc1F)N1Cc2ccccc2C1=O (stereo not drawn) | 4% | -6% | -13% | -7% | 1% | ? | 15%
30 | COc1ccccc1C(=O)OCCN1CCOCC1 | -3% | -12% | -8% | 8% | 7% | -14 | -4%

Other records
nr	SMILES	LmPK inh	AmpC no deterg	AmpC inh detg	AMA1-RON2 inh	TbPYK inhibitor	HCMV inh	HCV inh
31	CC(=O)Nc1ccc(C(=O)c2ccccc2)cc1	0%	0%	0%	-7%	-11%	71	-30%
32	O=C(Nc1c2c(nn1-c1ccc(F)cc1)CS(=O)(=O)C2)c1ccc(S(=O)(=O)N2CCOCC2)cc1	0%[11.5 µM]	-6%	5%	2%	3%	8	10%
33	COc1ccc(OCC(=O)NNC(=O)c2cc3ccccc3o2)cc1	-3%	-33%	-5%	15%	-6%	-22	5%
34	O=C(NNC1=NCCCCC1)c1ccccc1	2%	-4%	1%	13%	3%	5	9%
35	O=C1Nc2cc(C(=O)N3CCOCC3)ccc2SC1N1CCOCC1 (stereo not drawn)	-1%	-4%	4%	2%	-6%	-25	29%
36	CCN1C(=O)N[C@@H](CCc2ccccc2)C(C(C)=O)=C1C	-1%[11.5 µM]	/	/	4%	-8%	-8	?
37	COc1cccc(C2(O)CCN(CC(=O)Nc3nc(C)cs3)CC2)c1	1%	-12%	-8%	30%	2%	-16	9%
38	Fc1cccc(CN2CCN(c3nc4nonc4nc3NC3CC3)CC2)c1	1%	4%	-2%	-1%	5%	-38	-14%
39	COc1ccc(-n2nc3c(c2NC(=O)C(C)Oc2ccccc2)CS(=O)(=O)C3)cc1 (stereo not drawn)	6%	-13%	-8%	-8%	-5%	-24	12%
40	N#CC1(NC(=O)COC(=O)CN2C(=O)c3ccccc3C2=O)CCCCC1	/	-3%	?	0%	-1%	-16	-9%
41	CC1(C(=O)NCc2ccc(Cl)c(Cl)c2)Oc2cccnc2NC1=O (stereo not drawn)	-5%	-23%	4%	4%	5%	?	-25%
42	O=C(C(=O)N1CCN(c2ccccc2)CC1)c1c[nH]c2ccccc12	-1%	-9%	4%	-14%	-6%	-32	0%
43	O=C(CSc1nnc(COc2cccc3cccnc23)o1)N1CCc2ccccc21	1%	-18%	-2%	0%	2%	60	2.2µM*
44	COc1ccc(OC)c(N(CC(=O)N2CCCC2)S(=O)(=O)c2ccc(C)cc2)c1	0%	11%	2%	-8%	4%	-25	7%
45	COc1ccccc1NC(=O)c1cc(S(=O)(=O)NCCc2ccccc2)ccc1F	/	/	3%	/	-12%[15.4 µM]	?	/
46	Cc1cc(C)c(OCCCCNCc2ccccc2)c(Cl)c1	-1%	5%	-10%	-25%	26%	28	11µM*
47	COc1ccc(C2=NC3(CCCCC3)N(CC(=O)Nc3ccc(C(C)C)cc3)C2=O)cc1	/	/	15%	/	2%	-15	/
48	COc1cc(NC2CCCCC2O)c2nc(-c3ccc(Cl)cc3)ccc2c1 (stereo not drawn)	6%	-35%	?	60%[activator]	-5%	58	?

Complete entries, looked up by structure. Values in the order: LmPK inh, AmpC no deterg, AmpC inh detg, AMA1-RON2 inh, TbPYK inhibitor, HCMV inh, HCV inh
Listed for CC1(C(=O)NCc2ccc(Cl)c(Cl)c2)Oc2cccnc2NC1=O (stereo not drawn) = -5%, -23%, 4%, 4%, 5%, ?, -25%
Listed for COc1ccc(C2=NC3(CCCCC3)N(CC(=O)Nc3ccc(C(C)C)cc3)C2=O)cc1 = /, /, 15%, /, 2%, -15, /

Screening data from PubChem.

This is a random part of the collection; about 7.5% have a hit in one of these screens.
